Source: PubChem BioAssay
SSB-PriA inh: inhibitors of Klebsiella pneumoniae PriA binding to SSB C-terminal tail; AlphaScreen SSBct-PriA binding, biotinylated peptide; inhibition, % at 33 µM; 430,000 tested, 0.6% active; AID 1272365; in the data active = inhibition mostly above about 37%, no sharp cut-off; inactive = mostly below about 20%;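 also: plate controls were negative control peptide for no effect and reference peptide for full effect; strong numbers were not always called active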
SARS 3CLpro inh: SARS-CoV 3CLpro protease inhibition | P0C6X7 | recombinant SARS-CoV 3CLpro, quenched FRET peptide cleavage | inhibition, % at 6 µM | 290,000 tested, 0.14% active | AID 1706; in the data active = inhibition above about 12%
PrPC TRFRET: inhibitors of human cell surface prion protein PrPC. 370,000 tested, 0.43% active. AID 720596. TR-FRET read-out. P04156. inhibition, % at 13.8 µM; in the data active = inhibition above about 24%; also: 0% = median of the test wells and 100% = reference compound wells
Yp Topo-I inh: Y. pestis Topo-I inhibition via cleavage products; AID 504884; activity, % at 10 µM; Y. pestis Topo-I cleavage product accumulation, plate reader; 360,000 tested, 0.064% active; in the data active = activity above about 50%, passing the limit was not always enough; inconclusive = no clear call, values can overlap the other calls; also: inactives centre near 2
BoNT A protease: inhibitors of Botulinum neurotoxin A light chain protease | inhibition, % at 10 µM | 360,000 tested, 0.17% active | multiplex microsphere protease substrate cleavage, flow cytometry | AID 588499; also: plate controls were buffer without enzyme for full effect and enzyme alone for no effect
TcdB GH inh: blocks C. difficile toxin B glycohydrolase activity; P18177; TcdB glycohydrolase enzymatic assay, plate reader; inhibition, % at 9.99 µM; 350,000 tested, 0.24% active; AID 652162; in the data active = inhibition above about 10%
PfHsp40 yeast: restores yeast growth despite PfHsp40 toxicity; AID 504582; S. cerevisiae expressing PfHsp40, growth rescue, ATP luminescence; growth rescue, % at 12.5 µM; 340,000 tested, 0.68% active; in the data active = growth rescue above about 28%, passing the limit was not always enough; inconclusive = no clear call, values can overlap the other calls;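 also: yeast W303a lacking pdr1 and pdr3 grown in galactose medium; growth measured after three days at 30 °C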
Anthrax LF inh2: anthrax lethal factor protease inhibition | P15917 | multiplex microsphere protease cleavage assay, LF | inhibition, % at 10 µM | 360,000 tested, 0.12% active; also: plate controls were buffer without enzyme for full effect and enzyme alone for no effect
Target sequence (P15917 whole entry, looked up): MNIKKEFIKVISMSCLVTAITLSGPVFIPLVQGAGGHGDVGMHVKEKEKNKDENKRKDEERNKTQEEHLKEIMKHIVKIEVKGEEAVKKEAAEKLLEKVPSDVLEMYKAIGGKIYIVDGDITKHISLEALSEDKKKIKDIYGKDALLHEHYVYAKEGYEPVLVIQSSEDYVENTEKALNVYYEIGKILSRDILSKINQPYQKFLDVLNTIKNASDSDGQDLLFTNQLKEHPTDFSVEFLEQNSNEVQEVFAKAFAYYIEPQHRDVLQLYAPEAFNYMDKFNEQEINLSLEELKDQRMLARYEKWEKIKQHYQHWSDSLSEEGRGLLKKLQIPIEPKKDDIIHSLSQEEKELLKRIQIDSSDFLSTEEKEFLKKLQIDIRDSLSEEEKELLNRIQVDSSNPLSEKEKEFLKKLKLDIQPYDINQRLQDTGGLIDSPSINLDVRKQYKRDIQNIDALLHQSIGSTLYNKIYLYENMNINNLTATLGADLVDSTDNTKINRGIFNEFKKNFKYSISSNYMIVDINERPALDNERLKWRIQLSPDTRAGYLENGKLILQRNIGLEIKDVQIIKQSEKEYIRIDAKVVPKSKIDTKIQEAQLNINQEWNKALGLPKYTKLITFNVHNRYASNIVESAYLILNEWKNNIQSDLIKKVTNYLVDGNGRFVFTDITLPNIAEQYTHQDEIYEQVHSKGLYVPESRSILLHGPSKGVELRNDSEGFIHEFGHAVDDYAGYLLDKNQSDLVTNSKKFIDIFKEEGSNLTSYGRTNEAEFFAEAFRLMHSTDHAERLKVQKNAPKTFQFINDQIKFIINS
Vc quorum ag: quorum light induction in luxS cqsA deficient V. cholerae | V. cholerae BH1578 lux reporter, luminescence, 6 h | activation, % at 18.7 µM | 350,000 tested, 0.16% active | AID 588436; in the data active = activation mostly above about 9.7%, no sharp cut-off; inconclusive = no clear call, values can overlap the other calls; inactive = mostly below about 3.7%; also: not every result past the cut was called active; inactives centre near 0; reference of the scale not given here
An asterisk follows results filed as active; i = inactive; ? = inconclusive; · = no result given; & = joins results of further samples. Rule as the data show it, unless noted: active = inhibition above about 30%; inconclusive = no clear call, values can overlap the other calls; inactive = below that. These rows are one share of the data; count on the stated rates, not on these rows.

Sequence of screens – SSB-PriA inh, SARS 3CLpro inh, PrPC TRFRET, Yp Topo-I inh, BoNT A protease, TcdB GH inh, PfHsp40 yeast, Anthrax LF inh2, Vc quorum ag
COc1ccc2oc(C(=O)OCC(=O)Nc3ccccc3OC)c(C)c2c1
→ 0, ·, ·, 9, 1.3, ·, 0.0, -1, -5.6
O=S(=O)(c1ccc(NCc2ccccc2)cc1)N1CCOCC1
→ -11, 3, 5, 3, -0.9, 1.8, -0.5, -1, -0.4
COCCOC(=O)c1c(NC(=O)CN2CCCc3ccccc32)sc(C(N)=O)c1C
→ -3, -1, 5, 22, 0.5, ·, 3.1, 0, 0.8
CC1CCN(C(c2ccccc2)c2nnnn2C(C)(C)C)CC1 (stereo unspecified)
→ 0, 0, 6, 4, -1.4, ·, 0.6, -8, i
CNC(=O)c1c(NC(=O)c2ccc3ncsc3c2)sc(C)c1C
→ -8, ·, -7, 0, -0.6, 1.2, -0.9, -4, i
COc1ccc(CCN2CC(=O)NC(=O)C2)cc1OC
→ ·, ·, -6, -6, 0.3, 0.4, ·, 7, 0.7
CO[C@H]1CC[C@@]2(C)[C@@H](CC[C@@H]3[C@@H]2CC[C@@]2(C)[C@H]3C[C@H](C(=O)O)O[C@]23CCCO3)C1
→ 1, ·, 1, 11, -0.1, 1.0, -1.7, 0, 1.1
Nc1c(N(CCCO)C(=O)CCCN2C(=O)c3cccc4cccc(c34)C2=O)c(=O)[nH]c(=O)n1Cc1ccccc1
→ 0, ·, -33, 3, 0.3, 0.8, 0.9, 0, 1.7
COc1ccc(C2c3c(ncn(CCN4CCOCC4)c3=N)Oc3ccc4ccccc4c32)cc1 (stereo unspecified)
→ 13, -1, -5, 14, ·, ·, 0.0, ·, -0.2
OCCCN=c1cc(-c2ccccc2)oc2ccc(Cl)cc12
→ 2, 3, -34, -17, -0.1, ·, -1.1, -6, -0.1

Four structures already listed, sorted by molecular weight, falling:
Sequence of screens – SSB-PriA inh, SARS 3CLpro inh, PrPC TRFRET, Yp Topo-I inh, BoNT A protease, TcdB GH inh, PfHsp40 yeast, Anthrax LF inh2, Vc quorum ag
Nc1c(N(CCCO)C(=O)CCCN2C(=O)c3cccc4cccc(c34)C2=O)c(=O)[nH]c(=O)n1Cc1ccccc1
→ 0, ·, -33, 3, 0.3, 0.8, 0.9, 0, 1.7
COc1ccc2oc(C(=O)OCC(=O)Nc3ccccc3OC)c(C)c2c1
→ 0, ·, ·, 9, 1.3, ·, 0.0, -1, -5.6
CC1CCN(C(c2ccccc2)c2nnnn2C(C)(C)C)CC1 (stereo unspecified)
→ 0, 0, 6, 4, -1.4, ·, 0.6, -8, i
COc1ccc(CCN2CC(=O)NC(=O)C2)cc1OC
→ ·, ·, -6, -6, 0.3, 0.4, ·, 7, 0.7

The listing continues:
Sequence of screens – SSB-PriA inh, SARS 3CLpro inh, PrPC TRFRET, Yp Topo-I inh, BoNT A protease, TcdB GH inh, PfHsp40 yeast, Anthrax LF inh2, Vc quorum ag
CCc1nnc(NC(=O)CSc2nnc(CNc3ccc(OC)cc3)n2CC)s1
→ -12, -1, 1, 0, -0.1, 0.1, 0.9, 0, 0.2
O=C1c2ccccc2NC(c2ccc3c(c2)OCCO3)N1c1ccc2c(c1)OCCO2 (stereo unspecified)
→ 9, 0, 6, 2, -0.5, ·, -0.1, -5, 1.0
C=CCCCCCCCCC(=O)NN
→ 7, 5, -4, 5, 1.2, 1.0, 0.7, -3, -1.7
CCCCC(=O)NC1=C(C(=O)OC)SCC1
→ -13, 2, 2, 1, -0.1, -0.2, 0.2, 0, -0.3
CCOc1ccc(S(=O)(=O)N2CCCC(C(=O)NCc3cccnc3)C2)cc1Cl (stereo unspecified)
→ 0, 3, -4, 22, -0.1, -0.4, -0.3, -2, -0.7
COc1ccc(S(=O)(=O)Nc2cc3c4c(c2)CCN4C(=O)CC3)cc1OC
→ 8, ·, -1, -3, -1.3, 0.0, 0.8, -4, i
CC(C)CC(=O)Nc1ccc(C(=O)CN2C(=O)NC3(CCOc4ccccc43)C2=O)cc1 (stereo unspecified)
→ 4, ·, 0, -5, -0.7, 3.4, -0.3, -4, i
O=C(CN1CCN(C2CCCCC2)CC1)c1c[nH]c2ccccc12
→ -8, 1, -9, 0, 0.9, ·, -0.2, 4, i
COc1ccc(N2CCN(CCNC(=O)Nc3ccc(C)c(Cl)c3)CC2)cc1
→ 19, -4, -6, -4, -2.2, 1.1, -0.7, 4, 0.9
O=C(NCc1cc(Cl)cc(Cl)c1)c1ccc2sc([C@@H]3O[C@H](CO)[C@H](O)[C@H](O)[C@H]3O)nc2c1
→ ·, ·, 7, -2, -0.6, 2.1, ·, -8, -0.3
Cc1noc(NS(=O)(=O)c2ccc(NC(=O)c3ccccc3NS(=O)(=O)c3ccc(F)cc3)cc2)c1C
→ -10, ·, 5, 7, 0.0, -2.8, 0.9, 2, 0.0
OCCN(CCO)CC(O)CN(c1ccccc1)c1ccccc1 (stereo unspecified)
→ -7, -6, -1, -12, ·, 0.1, -1.2, ·, i
CCCCCCSc1cc(-c2nc3ccc(Cl)cn3c2NC2CCCCC2)ccc1OC
→ 0, ·, -4, 3, 0.1, -0.5, -2.0, -5, i
O=C(CN1C(=O)NC2(CCCc3ccccc32)C1=O)NCC(F)(F)F (stereo unspecified)
→ 5, 1, 2, 8, -8.5, -0.6, -0.5, 2, i
CCC(O)(C(=O)Nc1ccccc1C(F)(F)F)c1ccccc1OC (stereo unspecified)
→ -11, ·, -1, -4, -0.6, -5.8, -0.5, -6, -0.4
CN1CCN(C(=O)c2cccc(-c3ccc4nncn4c3)c2)CC1
→ ·, ·, -3, 0, -0.5, -0.1, ·, -2, 1.1
O=C(CN1CCN(c2ccccc2)CC1)Nc1ccncc1
→ -11, -2, 8, 1, 0.1, -0.2, 1.9, -13, 0.4
NC(=O)COC(=O)CCCc1nc2ccccc2s1
→ -3, 2, 8, -8, 2.3, ·, 0.2, -2, i
CC(C)(C)C(=O)N1CCN(c2ccc([N+](=O)[O-])cc2Cl)CC1
→ 18, 3, -23, 2, 0.9, ·, -0.8, 1, -1.0
Cc1ncc(CO)c(/C=N/NC(=O)c2ccoc2C)c1O
→ ·, ·, -5, -5, 3.2, 0.8, -0.5, ?, 5.0
[2H]C(CCOS(N)(=O)=O)c1ccccc1 (stereo unspecified)
→ 9, -10, 4, -5, 0.1, 0.7, 0.8, 8, i
O=[N+]([O-])c1ccc(C=NNc2ccccc2)cc1
→ 8, ·, 2, -14, -1.0, 0.5, 30*, -7, -0.8
O=c1cc(Nc2ccc3c(c2)OCCO3)[nH]c(=O)n1Cc1ccc(F)cc1
→ -7, 0, -5, -3, 0.1, 0.6, -0.3, -2, -5.0
Cc1ccccc1NC(=O)CN1CCN(C(=O)c2ccco2)CC1
→ -19, -3, -1, -3, -1.2, -0.7, -0.9, -5, -0.8
CC(C)NC(=O)C1(C)CCCN1C(=O)c1ccc2c(c1)C(C)(C)CCC2(C)C (stereo unspecified)
→ ·, ·, -6, 10, -0.2, 1.2, ·, 9, i
O=C(Cc1ccc(Cl)cc1)NNc1c(F)c(F)cc(F)c1F
→ -2, 4, 1, -3, 2.6, 1.2, 0.0, 1, 0.0
O=C(CN1C(=O)NC2(CCCC2)C1=O)Oc1ccc2ccc(=O)oc2c1
→ 1, ·, 0, -12, 4.1, 2.1, 1.2, -18, i
O=C(Cn1cnc2c(OCc3ccccc3)ncnc21)NCC1CCCO1 (stereo unspecified)
→ -23, ·, 1, 4, 0.2, 2.1, -0.5, -4, i
O=C1CC(Sc2nnnn2C2CCCCC2)C(=O)N1c1ccccc1 (stereo unspecified)
→ -4, -1, -3, -8, 0.9, ·, 1.9, 2, 1.6
COc1ccccc1-c1nc(SCC(=O)N2CCC(C(N)=O)CC2)n[nH]1
→ 13, ·, 4, -3, -0.6, -0.4, -0.2, -1, -1.1
CN(C)C(=O)Oc1ccc2nnc3ccnn3c2c1
→ -2, 0, -32, -1, -2.6, 0.9, 0.0, -2, i
COC(=O)c1noc(C)c1-c1ccnn1C(=O)c1ccc(Cl)cc1
→ -3, 0, 9, -5, ?, -1.1, -0.9, -4, 0.0
Cc1ccc(N2CC(C(=O)NC3=NCCS3)CC2=O)cc1 (stereo unspecified)
→ -9, 3, 5, 6, -0.5, ·, 0.6, 1, -2.2
O=C(CNC(=O)c1nc[nH]c1C(=O)NCc1ccccc1)OCc1ccccc1
→ 4, -5, 2, 0, -0.5, -0.2, 19, -7, -0.4
COc1ccc(-c2[nH]nc(-c3ccccc3)c2-c2nc3ccccc3[nH]2)cc1
→ 6, -2, 14, 5, -0.1, ·, 0.4, 0, i
Cc1ccc2oc(=O)cc(CN3CCC(C)CC3)c2c1
→ 5, 0, 4, 2, 1.3, ·, -0.9, -19, -0.7
CC(C)[C@H](NC(=O)c1ccc(Cl)cc1)C(=O)OCC(=O)N1CCN(c2ccccc2)CC1
→ 1, ·, 2, 27, -0.9, 0.0, 0.8, -4, -4.3
COc1ccccc1CNC(=O)C(C)Oc1ccccc1 (stereo unspecified)
→ 8, -5, 1, -11, -1.0, 1.3, -0.9, -18, -0.4
COc1cccc(OC2(C)CCN(Cc3cccn3-c3nccs3)C2)c1 (stereo unspecified)
→ ·, ·, -2, 7, -0.4, -0.9, ·, 1, i
CCn1cc(/C=N/O)c(C)n1
→ ·, -3, -2, -13, 0.3, ·, 0.1, -4, 5.9
CC(C)NC(=O)c1ccccc1NC(=O)C(C)Oc1ccccc1 (stereo unspecified)
→ -4, -2, 7, -3, 0.1, 1.6, 72*, 0, -0.2
Cc1cc(C)c(S(=O)(=O)N2CCCc3ccccc32)c(C)c1
→ -51, -3, 19, 29, -1.0, 1.6, 2.1, 2, i
Cc1cc(C(F)(F)F)nn1CC(=O)Nc1ccc(Br)c2cccnc12
→ -5, 3, -4, 11, -2.5, ·, -0.1, -6, i
C=CCn1c(SCC(=O)Nc2cc3oc4ccccc4c3cc2OC)nnc1-c1cnccn1
→ -6, -1, 4, 4, -1.4, ·, 1.0, -13, i
CCOC(=O)c1c(NC(=O)c2ccco2)sc2c1CCCC2
→ -19, -1, -5, -1, 0.7, ·, -0.4, -16, i
Nn1cnc2c(c1=O)C1(CCCCC1)Cc1ccccc1-2
→ -1, -4, 8, 11, -1.0, ·, -0.3, -1, -0.4
Cc1ccc(SC(C)C(=O)Nc2ccccc2C(=O)N2CCOCC2)cc1 (stereo unspecified)
→ 2, 0, -2, -8, -0.4, ·, -0.1, -2, -0.1
O=C(Oc1ccc2c(=O)c(Oc3ccc4ccccc4c3)coc2c1)c1cncc(Br)c1
→ -8, -2, -4, -6, 0.2, 5.5, -0.4, 1, -0.8
O=C(Nc1ccc2c(c1)C(=O)NC2=O)c1ccc(Cl)s1
→ -5&-5, 5, -2, 7, -0.2, 0.4, 0.9, -5, -0.2
N#Cc1ccc(CSc2nnc(-c3cccs3)n2-c2ccccc2)cc1
→ 2, 4, -2, 28, 0.6, ·, -0.1, -2, 0.6
CCS(=O)(=O)Nc1ccc(C(=O)CC2(O)C(=O)Nc3ccccc32)cc1 (stereo unspecified)
→ -14, -5, -9, 5, -0.2, ·, -0.2, 4, -0.3
